CASP6 VEID inh = inhibitors of human caspase-6. AID 686996. purified caspase-6, Z-VEID-R110 cleavage fluorescence. inhibition, % at 12.5 µM. 350,000 tested, 0.53% active. P55212;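 active = mean inhibition across replicates at least about 35%, with every replicate also reaching that limit, limit read from the data; inconclusive = only one of the two criteria met; inactive = neither criterion met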;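 note: 0% = median of neutral control wells and 100% = no fluorescence left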
Target sequence (P55212 24-179 limits assumed): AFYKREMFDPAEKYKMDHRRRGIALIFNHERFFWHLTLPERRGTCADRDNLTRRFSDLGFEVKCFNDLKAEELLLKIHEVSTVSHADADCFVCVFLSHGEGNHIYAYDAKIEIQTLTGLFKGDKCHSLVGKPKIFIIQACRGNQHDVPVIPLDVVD
Target sequence (P55212 194-293 limits assumed): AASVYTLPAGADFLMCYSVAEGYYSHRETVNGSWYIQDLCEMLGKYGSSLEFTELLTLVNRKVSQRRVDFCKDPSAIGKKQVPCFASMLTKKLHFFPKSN
SIRT5 block = sirtuin-5 (human) deacylase inhibition. 330,000 tested, 1.1% active. AID 652115. inhibition, % at 15 µM. Purified SirT5, succinyl-peptide AMC, trypsin-coupled fluorescence; in the data active = inhibition above about 15%; inconclusive = no clear call, values can overlap the other calls
Target sequence (Q9NXA8 whole entry, looked up): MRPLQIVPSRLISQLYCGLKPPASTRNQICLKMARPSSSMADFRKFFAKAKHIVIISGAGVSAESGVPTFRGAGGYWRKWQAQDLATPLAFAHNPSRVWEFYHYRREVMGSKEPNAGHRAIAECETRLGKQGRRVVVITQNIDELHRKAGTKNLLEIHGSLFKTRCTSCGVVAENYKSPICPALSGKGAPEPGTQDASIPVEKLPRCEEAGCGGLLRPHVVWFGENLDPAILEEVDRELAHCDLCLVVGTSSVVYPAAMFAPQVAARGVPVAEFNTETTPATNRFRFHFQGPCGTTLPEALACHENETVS
miR-122 sensor = blocks miR-122 activity in Huh7 sensor cells; Huh7 miR-122 Renilla luciferase sensor, 48 h; neutral wells = 0, positive control = 100; activation (reporter increase), % at 12.5 µM; 340,000 tested, 0.3% active;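 active = mean replicate activation score at least 90 and every replicate individually at or above 90; inconclusive = only one of the two criteria met; inactive = neither criterion met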;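 note: higher luciferase means less miR-122 activity so hits act as miR-122 inhibitors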
ERp5 inh = blocks human ERp5 reductase activity on insulin. Q15084. 350,000 tested, 0.05% active. ERp5 insulin aggregation, absorbance 650 nm, 90 min. inhibition, % at 9.99 µM;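 active = mean replicate inhibition above about 25%, with every replicate also reaching it, limit read from the data, passing the limit was not always enough; inconclusive = only one of those two criteria met; inactive = neither criterion met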
Target sequence (Q15084 whole entry, looked up): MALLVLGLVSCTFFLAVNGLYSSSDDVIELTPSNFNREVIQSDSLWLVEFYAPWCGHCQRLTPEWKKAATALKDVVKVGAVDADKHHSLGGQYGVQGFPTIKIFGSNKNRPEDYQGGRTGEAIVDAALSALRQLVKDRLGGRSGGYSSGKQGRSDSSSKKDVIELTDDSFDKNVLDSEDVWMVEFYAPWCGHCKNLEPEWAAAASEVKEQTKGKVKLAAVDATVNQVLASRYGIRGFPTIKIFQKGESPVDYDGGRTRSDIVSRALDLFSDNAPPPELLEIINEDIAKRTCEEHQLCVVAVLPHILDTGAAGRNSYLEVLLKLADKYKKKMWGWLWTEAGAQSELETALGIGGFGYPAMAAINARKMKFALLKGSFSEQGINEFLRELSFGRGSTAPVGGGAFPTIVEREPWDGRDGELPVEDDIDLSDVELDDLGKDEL
CFTR F508del cor = CFTR F508del correction in bronchial cells; AID 720511; 350,000 tested, 0.36% active; activity (quench increase), % at 7.58 µM; CFBE cells, YFP halide quenching; stimulated with forskolin plus potentiator P3; % fluorescence drop versus neutral controls;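 active = mean added fluorescence quench of at least 8% versus neutral control, with both replicates also reaching 8%; inconclusive = only one of the mean or replicate conditions met; inactive = mean below 8% and not both replicates reaching 8%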;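 note: cells transiently co-express mutant CFTR-F508del with the halide-sensitive YFP; corrector assay measuring rescue of mutant channel to the surface after 24 h compound exposure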
DENV2 CPE rescue = inhibitors of DENV2 cytopathic effect | DENV2-infected cells, cytopathic effect rescue, plate reader | CPE inhibition, % at 9.99 µM | 350,000 tested, 1.7% active; in the data active = CPE inhibition above about 20%, passing the limit was not always enough; inconclusive = no clear call, values can overlap the other calls; tested in BHK-21 cells;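 note: 0% = median of neutral control wells and 100% = median of positive control wells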
ERAP1 inh = blocks human ERAP1 aminopeptidase activity; Q9NZ08; recombinant ERAP1, Leu-AMC fluorescence, 60 min; inhibition, % at 10.7 µM; 340,000 tested, 0.15% active; AID 652197;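 active = mean replicate inhibition of at least 30%, or all replicates individually reaching that 30% level; inactive = mean below 30% and not every replicate reaching it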;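 note: 0% = neutral control wells and 100% = L-leucinethiol positive control wells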
Starred values were filed as active, the others as inactive; ? = inconclusive; . = no result given; & = joins results of further samples; [ ] = another dose, or the depositor's remark. Rows were taken by chance. Share with any hit: about 4%.

cpd	SMILES	CASP6 VEID inh	SIRT5 block	miR-122 sensor	ERp5 inh	CFTR F508del cor	DENV2 CPE rescue	ERAP1 inh
1	COc1ccc(C2c3[nH]c4ccccc4c3CCN2C(=O)c2cn3ccccc3n2)c(F)c1 (stereo not drawn)	0	-2	11	7	0.0	-4	0
2	COc1ccc(-n2ncc3c2CC(C)(C)CC3NC(=O)CCCN2CCCC2=O)cc1 (stereo not drawn)	-5	6	-3	-3	-0.2	-3	0
3	COc1ccccc1C#Cc1ccc2c(c1)[C@H]1[C@H](CCN1C(=O)CN1CCOCC1)[C@@H](CO)N2	1	-5	.	-7	0.7	15	1
4	CN(C)C(=O)c1cc(C(=O)c2ccc(C(F)(F)F)cc2F)c[nH]1	-4	34*	-4	3	0.2	-5	-1
5	COc1ccc(C2c3c(c(C)c(C)oc3=O)Oc3c(C)c(C)oc(=O)c32)cc1	1	.	1	-3	-0.5	0	0
6	Cc1cc2cc3c(cc2nc1SCC(=O)O)CCC3	-1	-1	.	-1	3.3	0	4
7	CCON1C(=O)C(C)(C)N(OCC)C(=O)C1(C)C	0	-4	.	-8	-1.8	-1	1
8	O=C1CCc2cc(S(=O)(=O)N3CCN(c4ccccc4)CC3)cc3c2N1CCC3	-2	-5	-7	2	2.6	9	-4
9	Cc1ccc2nc(-c3ccc(C#N)cc3)c(Cc3ccccc3)n2c1	-1	-3	.	-6	4.9	1	1
10	C[C@H](CO)N1C[C@H](C)[C@H](CN(C)S(=O)(=O)c2cn(C)cn2)Oc2c(NC(=O)c3ccncc3)cccc2C1=O	4	-2	-4[16.7 µM]	3	-2.3	3	6

Remaining list, next part:
cpd	SMILES	CASP6 VEID inh	SIRT5 block	miR-122 sensor	ERp5 inh	CFTR F508del cor	DENV2 CPE rescue	ERAP1 inh
11	COc1cccc(C#Cc2ccc3c(c2)[C@@H]2[C@@H](CCN2C(=O)c2ccccc2F)[C@@H](CO)N3)c1	.	.	-2[16.7 µM]	.	0.7	-9	.
12	CCN(c1ccccc1)S(=O)(=O)c1ccc(Cl)c(NC(=O)COC(=O)c2cccc(OC)c2O)c1	6	-7	.	5	1.0	?	-2
13	C/C=C/c1ccc([C@H]2[C@H](CO)N(S(=O)(=O)Cc3ccccc3)C23CN(C(=O)C2CCCC2)C3)cc1	-2	10	.	0	-2.1	-7	2
14	Cc1cccc(C)c1NC(=S)NC(C)CCc1ccccc1 (stereo not drawn)	0	-3	100*	-2	3.2	47*	2
15	Cc1cccc(C(=O)Nc2ccc3c(c2)C(=O)N(CC(C)C)C3=O)c1	-1	-4	-5	7	-2.3	9	1
16	C[C@@H]1CN([C@@H](C)CO)C(=O)c2cc(NC(=O)CCN3CCOCC3)ccc2O[C@@H]1CN(C)S(C)(=O)=O	-3	-2	-6[16.7 µM]	-1	-1.4	-5	1
17	C[C@@H]1CN([C@H](C)CO)C(=O)c2cccc(NS(=O)(=O)c3cn(C)cn3)c2O[C@@H]1CN(C)Cc1ccc(Oc2ccccc2)cc1	-1	0	6[16.7 µM]	4	-1.7	3	-2
18	Cn1c(NC(=O)c2ccccc2)cc(=O)n(C)c1=O	1	-2	-3	2	-1.5	1	2
19	Cc1ccc(NC(=O)C/C(N)=N/O)cc1Cl	0	1	.	3	2.0	-1	4
20	COc1ccc(OC)c(CNC(=O)C(C)n2nc(C)c3c(C)n(-c4ccccc4)nc3c2=O)c1 (stereo not drawn)	-2	1	-3	3	-2.1	1	0

Next part.
cpd	SMILES	CASP6 VEID inh	SIRT5 block	miR-122 sensor	ERp5 inh	CFTR F508del cor	DENV2 CPE rescue	ERAP1 inh
21	CCCNC(=O)C[C@@H]1CC[C@H]2[C@H](COc3ccc(NS(=O)(=O)c4ccccc4C)cc3C(=O)N2C)O1	-2	0	33[16.7 µM]	2	-1.4	-7	0
22	CCN(CC)S(=O)(=O)c1cc(NC(=O)C2CC(=O)N(Cc3ccccc3)C2)ccc1Cl (stereo not drawn)	-93	-1	-2	-14	-1.5	3	-5
23	Cc1cccc(NC(=O)Nc2ccc3c(c2)C(=O)N(C)[C@@H]2CC[C@@H](CC(=O)O)O[C@H]2CO3)c1	3	2	-10[16.7 µM]	3	3.1	72*	-6
24	COc1ccc(S(=O)(=O)N(CC(=O)O)c2ccc(C)cc2)cc1	-1	0	-3	3	0.0	4	-1
25	CCC(=O)N[C@H]1C=C[C@H](CC(=O)NCc2cc(F)cc(F)c2)O[C@H]1CO	.	0	.	19	-0.5	-3	-1
26	COc1ccc(Cl)c(NC(=O)C/C(C)=N/NC(=O)CCc2ccccc2)c1	3	3	5	-2	1.7	0	-3
27	Cc1ccc(CC(CC(=O)O)C(=O)NCC23CC4CC(CC(C4)C2)C3)cc1 (stereo not drawn)	1	2	.	-2	0.5	.	1
28	CN1CCN(C(=O)C[C@@H]2CC[C@@H]3[C@H](COc4ccc(NC(=O)C5CCCCC5)cc4C(=O)N3C)O2)CC1	-1	3	0[16.7 µM]	-1	2.4	-3	0
29	Cc1ccc2nc(SCC(=O)Nc3cc(C(C)(C)C)nn3-c3ccccc3)[nH]c2c1	-1	0	-7	3	2.6	-6	1
30	CCN1CCN(Cc2c(C(=O)N/N=C(\C)c3ccc(Cl)cc3)nnn2-c2nonc2N)CC1	-155	0	-3	-1	2.0	-5	-6

Next entries follow:
cpd	SMILES	CASP6 VEID inh	SIRT5 block	miR-122 sensor	ERp5 inh	CFTR F508del cor	DENV2 CPE rescue	ERAP1 inh
31	CCCNC(C)C(=O)Nc1ccccc1C (stereo not drawn)	4	1	-4	1	-3.4	-14	-2
32	CC(C)c1ccc(N2C(=O)CC(Sc3ncccn3)C2=O)cc1 (stereo not drawn)	-2	8	-2	1	-1.7	1	0
33	CCO[C@@H]1OC(C(=O)N2CCN(Cc3ccccc3)CC2)=C[C@H](c2csc3ccccc23)[C@H]1CCCO	-1&1	6&0	-1	8&-5	5.3&4.7	-7&1	6&-4
34	CC1(C)CC(C#N)(N2CCOCC2)CCO1 (stereo not drawn)	-1	-1	-5	-1	.	.	5
35	CCCCN(C(=O)Cc1ccc(S(=O)(=O)N2CCOCC2)s1)c1ccccc1	-2	-3	-4	1	1.2	3	-1
36	O=C(CSc1ccc(-c2ccco2)nn1)N1CCCCC1	7	2	.	4	-1.2	-3	1
37	CC(C)Oc1ccc(CN2CCC2(C)C(=O)NCc2ccc(C(F)(F)F)cc2)cc1 (stereo not drawn)	-4	5	-1	2	-1.3	-7	7
38	OCCOCCn1c(C(CO)Nc2nc(-c3ccccc3Br)cs2)nc2ccccc21 (stereo not drawn)	4	23*	10	1	-1.8	13	6
39	O=C(COC(=O)/C=C/c1cccs1)Nc1cccc(S(=O)(=O)N2CCCC2)c1	-1	15*	-7	1	-0.5	-3	-3
40	COc1cc(C2C(C(=O)c3cccs3)=C(O)C(=O)N2CCN2CCOCC2)ccc1OCCC(C)C (stereo not drawn)	2	0	1	3	-0.9	10	4

Nos. 39 to 40 of the list above:
cpd	SMILES	CASP6 VEID inh	SIRT5 block	miR-122 sensor	ERp5 inh	CFTR F508del cor	DENV2 CPE rescue	ERAP1 inh
39	O=C(COC(=O)/C=C/c1cccs1)Nc1cccc(S(=O)(=O)N2CCCC2)c1	-1	15*	-7	1	-0.5	-3	-3
40	COc1cc(C2C(C(=O)c3cccs3)=C(O)C(=O)N2CCN2CCOCC2)ccc1OCCC(C)C (stereo not drawn)	2	0	1	3	-0.9	10	4

From entry 31 to 40, copied from above:
cpd	SMILES	CASP6 VEID inh	SIRT5 block	miR-122 sensor	ERp5 inh	CFTR F508del cor	DENV2 CPE rescue	ERAP1 inh
31	CCCNC(C)C(=O)Nc1ccccc1C (stereo not drawn)	4	1	-4	1	-3.4	-14	-2
32	CC(C)c1ccc(N2C(=O)CC(Sc3ncccn3)C2=O)cc1 (stereo not drawn)	-2	8	-2	1	-1.7	1	0
33	CCO[C@@H]1OC(C(=O)N2CCN(Cc3ccccc3)CC2)=C[C@H](c2csc3ccccc23)[C@H]1CCCO	-1&1	6&0	-1	8&-5	5.3&4.7	-7&1	6&-4
34	CC1(C)CC(C#N)(N2CCOCC2)CCO1 (stereo not drawn)	-1	-1	-5	-1	.	.	5
35	CCCCN(C(=O)Cc1ccc(S(=O)(=O)N2CCOCC2)s1)c1ccccc1	-2	-3	-4	1	1.2	3	-1
36	O=C(CSc1ccc(-c2ccco2)nn1)N1CCCCC1	7	2	.	4	-1.2	-3	1
37	CC(C)Oc1ccc(CN2CCC2(C)C(=O)NCc2ccc(C(F)(F)F)cc2)cc1 (stereo not drawn)	-4	5	-1	2	-1.3	-7	7
38	OCCOCCn1c(C(CO)Nc2nc(-c3ccccc3Br)cs2)nc2ccccc21 (stereo not drawn)	4	23*	10	1	-1.8	13	6
39	O=C(COC(=O)/C=C/c1cccs1)Nc1cccc(S(=O)(=O)N2CCCC2)c1	-1	15*	-7	1	-0.5	-3	-3
40	COc1cc(C2C(C(=O)c3cccs3)=C(O)C(=O)N2CCN2CCOCC2)ccc1OCCC(C)C (stereo not drawn)	2	0	1	3	-0.9	10	4

(next part)
cpd	SMILES	CASP6 VEID inh	SIRT5 block	miR-122 sensor	ERp5 inh	CFTR F508del cor	DENV2 CPE rescue	ERAP1 inh
41	Cc1ccc(C(=O)CNc2ccccc2C)cc1	4	-1	-3	-10	0.3	-2	2
42	Cc1ccccc1Oc1ncnc(N)c1[N+](=O)[O-]	4	-1	.	5	1.0	.	3
43	O=C(CCN1CCCCC1)NCC[C@@H]1CC[C@H](NC(=O)c2ccc(F)cc2)[C@H](CO)O1	-3	-4	.	1	-1.3	6	-1
44	C[C@H]1CN([C@@H](C)CO)C(=O)c2cccc(NC(=O)c3cnccn3)c2O[C@@H]1CN(C)C(=O)Nc1ccccc1	0	-2	-3[16.7 µM]	1	-2.3	-4	0
45	Cc1ccc(S(=O)(=O)Nc2cccc(-c3ccc(N4CCCCCC4)nn3)c2)cc1C	-3	-5	.	-7	-4.4	0	-2
46	Cc1nc2ccccc2cc1C(=O)NCc1ccccc1	2	0	-7	.	-0.3	0	3
47	CC(C)c1ccc(N2C(=O)CSC23C(=O)N2CCCc4cccc3c42)cc1 (stereo not drawn)	-2	18*	-1	3	-2.2	0	0
48	COC(=O)c1sccc1NC(=O)Nc1ccc(C)cc1	1	-2	-3	3	2.6	-6	3
49	CC(=O)c1ccc(N(CC(=O)NC2CCS(=O)(=O)C2)S(=O)(=O)c2ccc(Cl)cc2)cc1 (stereo not drawn)	-1	0	-10	-14	-2.6	16	2
50	CNC(=O)CSc1nnc(C(C)C)n1C	-1	0	.	3	0.4	.	-1

Carrying on:
cpd	SMILES	CASP6 VEID inh	SIRT5 block	miR-122 sensor	ERp5 inh	CFTR F508del cor	DENV2 CPE rescue	ERAP1 inh
51	COc1ccccc1C#Cc1ccc2c(c1)O[C@H](CN(C)C(C)=O)[C@@H](C)CN([C@H](C)CO)S2(=O)=O	3	-24	24[16.7 µM]	0	-2.1	6	3
52	NC(=O)/C(=C\c1ccc([N+](=O)[O-])o1)c1ccco1	33	5	-2	10	0.7	-1	7
53	Cc1ccc(-c2c(C(=O)NNC(=S)NCC3CCCO3)csc2C)cc1 (stereo not drawn)	-6	.	0	3	2.1	.	.
54	COC(CNS(=O)(=O)c1ccc(S(=O)(=O)N2CCCC2)cc1)OC	0	1	-10	-4	0.2	1	0
55	C/C=C/c1ccc([C@H]2[C@@H](CO)N(CC3CC3)[C@@H]2CNC(=O)NC(C)C)cc1	.	4	.	2	-1.3	24*	.
